Source: PubChem
GRK2 inh: blocks RNA aptamer binding to human GRK2; bead flow cytometry, FAM-aptamer displacement from GRK2; hit rate 0.59% among 330,000; AID 488847; inhibition of aptamer binding, % at 10 µM; P25098;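 active = inhibition of aptamer binding above 40%, roughly 3 SD of noise, on plates passing a quality check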;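 also: median bead fluorescence of bound FAM aptamer so fluorescent compounds give negative values; no value below 0 was filed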
procasp7 counter: activates human procaspase-7, counter-screen for procaspase-3 activators. P55210. recombinant procaspase-7, Ac-DEVD-pNA absorbance 405 nm; D23A/D198A/D206A triple mutant, cannot self-cleave; scale: DMSO 0, 5 µM enzyme 100. activation, % at 8.5 µM. hit rate 0.093% among 330,000;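 active = percent activation above the screen-wide mean plus 3 SD, cut at about 25% in these data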
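Detection: p-Nitroaniline absorbance at 405 nm, read at 0 and 120 min; system: Uncleavable procaspase-7 mutant enzyme; evaluation: % activation from two-timepoint absorbance difference, scaled to controls; times: 1 h enzyme–compound preincubation and 2 h substrate reaction, both 25 °C; buffer or medium: Zinc-free HEPES pH 7.4 with 300 mM NaCl, 0.01% Triton X-100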
VLA-4 inh: inhibition in a human VLA-4 binding assay | P13612 | VLA-4 expressing cells, ligand binding flow cytometry | hit rate 0.2% among 330,000 | inhibition, % (about 7 µM as worked out from the volumes in the protocol); in the data active = inhibition above about 50%
Fh CTSL1 inh: counter-screen for PFM18AAP inhibitors: inhibitors of F. hepatica cathepsin L1 | recombinant F. hepatica cathepsin L1, Z-Leu-Arg-MCA fluorescence | inhibition, % at 5.96 µM | hit rate 0.49% among 300,000 | AID 1906;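 active = inhibition above the mean of all tested compounds plus 3 SD, set per screening campaign, cut at about 17% in these data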;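 also: 0% = plate median of test compound wells and 100% = 1 µM Z-Phe-Ala-diazomethylketone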
proCasp3 act: activators of human procaspase-3; hit rate 0.11% among 330,000; activation, % at 8.5 µM; P42574; recombinant procaspase-3 D3A, Ac-DEVD-pNA absorbance 405 nm;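 active = activation above the mean of all tested compounds plus 3 SD, cut at about 21% in these data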;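 also: 0% = DMSO alone and 100% = DMSO wells spiked with extra 5 µM PC-3 D3A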
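Technique: 405 nm absorbance of p-nitroaniline, reads at 0 and 120 min; Test system: Procaspase-3 D3A mutant; Incubation: 1 h enzyme-compound preincubation, then 2 h substrate reaction, 25 °C; Repeats: singlicate, each compound tested once; Benchmarks: low control DMSO wells, high control DMSO plus 5 µM PC-3 D3A.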
PP1 inh: PP1-alpha (human) inhibition in PP5 counter-screen | hit rate 0.9% among 320,000 | AID 2235 | inhibition, % at 6.7 µM | purified PP1alpha, OMFP fluorescence;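 active = inhibition above the mean inhibition of all tested compounds plus 3 SD, computed separately for each screening campaign, cut at about 15% in these data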
PP5 inh: PP5 (human) phosphatase inhibition | purified PP5c, OMFP substrate fluorescence | inhibition, % at 6.7 µM | hit rate 0.18% among 320,000 | AID 1987;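 active = inhibition above the campaign's mean inhibition across all tested compounds plus 3 SD, cut at about 9.5% in these data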;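 also: 0% = DMSO only and 100% = 100 µM cantharidin control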
Target sequence (P53041 whole entry, looked up): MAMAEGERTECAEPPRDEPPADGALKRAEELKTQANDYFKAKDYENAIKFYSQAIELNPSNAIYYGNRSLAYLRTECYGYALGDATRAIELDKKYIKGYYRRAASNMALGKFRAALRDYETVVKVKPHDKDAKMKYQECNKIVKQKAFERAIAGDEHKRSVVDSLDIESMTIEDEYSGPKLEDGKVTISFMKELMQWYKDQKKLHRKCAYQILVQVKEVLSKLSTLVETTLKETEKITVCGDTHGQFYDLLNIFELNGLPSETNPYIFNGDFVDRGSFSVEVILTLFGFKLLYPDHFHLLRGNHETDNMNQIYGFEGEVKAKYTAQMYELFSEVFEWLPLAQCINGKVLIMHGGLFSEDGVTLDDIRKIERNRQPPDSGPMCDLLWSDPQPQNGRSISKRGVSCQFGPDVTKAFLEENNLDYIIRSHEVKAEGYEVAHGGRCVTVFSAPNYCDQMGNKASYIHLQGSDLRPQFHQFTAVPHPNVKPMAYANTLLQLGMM
HCV core dimer: HCV core protein dimerization inhibition; TR-FRET GST/Flag-core106 dimerization, 1536-well; inhibition, % at 5 µM; hit rate 0.33% among 300,000; AID 1899;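 active = inhibition above the mean of all tested compounds plus 3 SD, set per screening campaign, cut at about 45% in these data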
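assay system = GST-tagged and Flag-tagged HCV core protein residues 1-106 | controls = unlabelled core106 and no-GST-core106 wells | incubation = compound-protein-antibody incubation 4 h at 22.5 °C | probe or stimulus = Eu donor and XL665 acceptor anti-tag antibodies | read-out = % inhibition based on acceptor/donor emission ratio | signal = TR-FRET 671 and 617 nm emission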
GASC-1 inh: human JMJD2C demethylase inhibition; Q9H3R0; GST-JMJD2C(1-420) H3K9me3 demethylation, DELFIA europium; inhibition, % at 2.35 µM; hit rate 0.069% among 330,000;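 active = more than half of a compound's replicate wells show inhibition beyond 50%, single wells judged on their own value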;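 also: signal counts dimethyl H3K9 product captured on neutravidin plate; 0% = median of DMSO wells and 100% = 0.3 times that DMSO median; strong numbers were not always called active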
Target sequence (Q9H3R0 1-420 limits assumed): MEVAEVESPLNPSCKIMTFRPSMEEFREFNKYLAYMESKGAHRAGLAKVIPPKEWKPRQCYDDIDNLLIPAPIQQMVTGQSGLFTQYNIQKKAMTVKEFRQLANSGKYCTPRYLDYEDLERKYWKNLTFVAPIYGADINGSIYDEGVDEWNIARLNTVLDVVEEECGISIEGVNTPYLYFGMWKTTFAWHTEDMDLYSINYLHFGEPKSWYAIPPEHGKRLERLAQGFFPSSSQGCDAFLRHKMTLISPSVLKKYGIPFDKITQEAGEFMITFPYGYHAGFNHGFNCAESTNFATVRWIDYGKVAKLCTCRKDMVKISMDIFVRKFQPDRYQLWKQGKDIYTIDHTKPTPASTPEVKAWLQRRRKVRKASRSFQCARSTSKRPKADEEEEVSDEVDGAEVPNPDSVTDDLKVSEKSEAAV
Numbers without * were called inactive; . = no result given.

SMILES | GRK2 inh | procasp7 counter | VLA-4 inh | Fh CTSL1 inh | proCasp3 act | PP1 inh | PP5 inh | HCV core dimer | GASC-1 inh
CSc1nnc(NC(=O)c2ccco2)s1 | 0 | 2 | 11 | 2 | 6 | -3 | 0.2 | 0 | 2
CCCOC(=O)C1=C(C)NC2=C(C(=O)CC(C)(C)C2)C1c1ccc(N(C)C)cc1 (configuration not stated) | 0 | -12 | -15 | 2 | -7 | 1 | 3.7 | 0 | 5
N#CC(=NCc1cccnc1)C1=C(O)c2ccccc2C1=O | 2 | -8 | -1 | -1 | 3 | -5 | -1.2 | 0 | 0
Cc1ccccc1C(=O)NC(=S)NC1CCSC1=O (configuration not stated) | 4 | 1 | 8 | 5 | -3 | -5 | -2.2 | 4 | 7
Cc1nc(C)c2c(=O)cc(-c3ccccc3)[nH]c2n1 | 3 | 9 | 0 | 5 | 1 | 1 | -1.0 | -1 | -5
CCN1C(=O)/C(=C2/Sc3ccccc3N2CC)SC1=S | 2 | 7 | -1 | 4 | -4 | 0 | 3.6 | -5 | 1
Cc1cccc(Nc2cc(C)c3c(O)cccc3n2)c1C | 0 | -1 | 4 | -1 | 2 | 12 | 4.1 | 4 | -1
COc1cccc(C(=O)COC(=O)C(C)N2C(=O)C3C4C=CC(C4)C3C2=O)c1 (configuration not stated) | 0 | 8 | 2 | 2 | -1 | -1 | -1.4 | 9 | 3
CC1(C)CC2CC(C)(CN2C(=O)COC(=O)c2ccc(O)cc2O)C1 (configuration not stated) | 28 | 16 | 2 | . | 9 | . | . | . | -1
CC(=O)Nc1ccc(S(=O)(=O)NC2(C(F)(F)F)NC(=O)N(c3ccccc3F)C2=O)cc1 (configuration not stated) | 5 | -4 | -1 | -1 | 3 | 1 | -1.1 | 0 | 6
COc1ccc(C2C(=O)N(C3CCCCC3)CC(=O)N2CC2COc3ccccc3O2)cc1 (configuration not stated) | 1 | -2 | -5 | -1 | 7 | 2 | -0.1 | 5 | -1
COC(=O)C(Sc1nc(C)cc(C)c1C#N)c1ccccc1 (configuration not stated) | 1 | -6 | 12 | -1 | 1 | -2 | 2.5 | 17 | -10
Cc1ccccc1NC(=O)NC1CCCCCCC1 | 1 | 7 | -3 | 2 | 0 | -3 | 3.0 | -2 | -13
CC1(C)CC(=O)C2=C(C1)N(CC1CCCO1)C(=O)C2(NC(=O)c1cccnc1)C(F)(F)F (configuration not stated) | 0 | 3 | 6 | 3 | 8 | -3 | -0.6 | 0 | -5
COc1ccc(Cl)cc1NC(=O)c1ccc2c(SCC(=O)O)c3c(nc2c1)CCCC3 | 0 | 4 | -4 | -4 | 8 | 1 | 3.1 | 0 | 6
O=C(COC(=O)Cc1ccc([N+](=O)[O-])cc1)NC1CCCCCC1 | 0 | -3 | 26 | . | 12 | . | . | . | -5
C=CCSc1nnc(-c2c[nH]c3ccccc23)n1CCOC | 0 | 5 | 9 | 4 | -7 | -1 | -2.0 | 7 | -4
CCOC(=O)c1cc(NC(=O)c2ccoc2C)cc(C(=O)OCC)c1 | 1 | -6 | -10 | 3 | 5 | -5 | -0.2 | 2 | .
CC(=O)C[C@@H](O)CC(=O)[C@@H]1OC(=O)CCCCCCc2ccccc21 | 0 | 3 | -3 | . | 8 | . | . | . | .
O=C(C[C@H]1C/C=C\C[C@@H](Cc2ccc(F)cc2)C(=O)O[C@@H](c2ccccc2)CNC1=O)NCCO | 0 | 1 | -8 | . | 5 | . | . | . | 0
COc1cc(CN2CCCCC2)ccc1OCc1ccccc1 | 0 | -8 | 17 | 4 | -2 | -9 | -4.0 | -15 | -6
CCOc1ccc(S(=O)(=O)N2CCCCC2)cc1NC(=O)Cc1ccccc1 | 0 | 6 | -15 | . | -4 | -3 | 1.9 | . | 3
CCN(CC(=O)Nc1ccc(C(C)=O)cc1)CC(=O)Nc1cccc(OC)c1 | 0 | 4 | 11 | 5 | 4 | -2 | 1.9 | -1 | -9
O=C(Cc1ccccc1[N+](=O)[O-])NCc1ccncc1 | 0 | 7 | 3 | 0 | 4 | -3 | -0.3 | 6 | -2
CSC1=NCCN1C(=O)c1ccc2ccccc2c1 | 2 | 5 | 20 | 1 | 7 | -6 | 0.2 | 0 | 2
COc1ccc(NC(=O)/C(C#N)=C\c2cc(C)n(-c3ccc4c(c3)OCO4)c2C)cc1 | 2 | -6 | 2 | 4 | -9 | 2 | 1.0 | 36 | 31
Cc1ccc(C(=O)COC(=O)CCN2C(=O)C3C4CCC(C4)C3C2=O)cc1[N+](=O)[O-] (configuration not stated) | 0 | -2 | 9 | -2 | 5 | 1 | 0.8 | -5 | 2
CC(=O)N1CC(C)Oc2ccc(S(=O)(=O)NC(CC(=O)O)c3ccccc3)cc21 (configuration not stated) | 0 | 11 | 6 | -1 | 0 | 0 | 2.0 | -2 | 17
COc1ccc(S(=O)(=O)N(CC(=O)NCC2CCCO2)c2ccc(F)cc2)cc1OC (configuration not stated) | 7 | -1 | 4 | -4 | 0 | 2 | 5.3 | 5 | -8
CCOC(=O)c1c(NC(=O)COC(=O)CNC(=O)c2ccc(Cl)cc2Cl)sc(C(=O)N(C)C)c1C | 1 | -8 | 52* | 4 | 2 | 1 | 1.8 | 2 | 11

Full records, looked up by structure. Order of values: GRK2 inh | procasp7 counter | VLA-4 inh | Fh CTSL1 inh | proCasp3 act | PP1 inh | PP5 inh | HCV core dimer | GASC-1 inh
Cc1ccc(C(=O)COC(=O)CCN2C(=O)C3C4CCC(C4)C3C2=O)cc1[N+](=O)[O-] (configuration not stated) in the list: 0 | -2 | 9 | -2 | 5 | 1 | 0.8 | -5 | 2
COc1cc(CN2CCCCC2)ccc1OCc1ccccc1 in the list: 0 | -8 | 17 | 4 | -2 | -9 | -4.0 | -15 | -6
COc1ccc(S(=O)(=O)N(CC(=O)NCC2CCCO2)c2ccc(F)cc2)cc1OC (configuration not stated) in the list: 7 | -1 | 4 | -4 | 0 | 2 | 5.3 | 5 | -8

Further records follow:
SMILES | GRK2 inh | procasp7 counter | VLA-4 inh | Fh CTSL1 inh | proCasp3 act | PP1 inh | PP5 inh | HCV core dimer | GASC-1 inh
CCn1nc(C)cc1C(=O)N1CCCC(N2CCN(c3ccccc3OC)CC2)C1 (configuration not stated) | 4 | 0 | -3 | 2 | -3 | -3 | -0.2 | -15 | 4
Cc1c(NC(=O)c2cc3ccccc3oc2=O)c(=O)n(-c2ccccc2)n1C | 1 | 2 | -6 | 4 | 0 | -3 | -0.1 | -5 | -3
CCCCC(=O)Nc1ccc(NC(=S)NC(=O)CCCCl)cc1OC | 2 | -12 | 7 | -3 | -1 | 2 | 2.0 | -4 | 3
COc1ccc(OC)c(CCNC(=O)c2ccc(NC3=NC4CS(=O)(=O)CC4S3)cc2)c1 (configuration not stated) | 0 | 0 | -5 | -4 | 11 | -2 | -1.1 | -1 | 26
COc1ccc(OC)c(/C=N/n2c(-c3n[nH]c4c3CCC4)n[nH]c2=S)c1 | 2 | -9 | 15 | 12 | -7 | -2 | -2.3 | 5 | -6
CCn1c(=O)cc(OCC(=O)Nc2ccccc2C#N)c2ccccc21 | 3 | 1 | 1 | -3 | 9 | -4 | 0.0 | 2 | -2
CC(C)(C)[C@H]1C=C(C(=O)NCc2nc3ccccc3[nH]2)O[C@@H](OCc2ccc(CO)cc2)C1 | 3 | 2 | 2 | 8 | -10 | -1 | 5.7 | -5 | 0
C=CCNC(=O)/C(=C\C=C\c1ccccc1)NC(=O)c1ccccc1Cl | 6 | -4 | 8 | 6 | -4 | -5 | 0.3 | -17 | 9
COc1ccc(C(=O)OCC(=O)Nc2nc3c(F)c(F)c(F)cc3s2)cc1OC | 0 | 1 | 23 | -14 | -2 | -4 | -1.6 | 7 | -5
COc1cc(OC)c(N(C)C(=O)c2cn(C)c(=O)c3cc(OC)c(OC)cc23)cc1Cl | 14 | 0 | 1 | 2 | -8 | -1 | 0.3 | -3 | 112
COc1cc(-c2c(-c3ccsc3)sc3ccccc23)cc(OC)c1OC | 0 | 11 | 5 | . | 3 | 0 | 0.7 | . | 6
O=C(NCc1ccccc1)C1=C[C@@H](C2CC2)C[C@@H](OCc2ccc(CO)cc2)O1 | 0 | -3 | -8 | -1 | 3 | -4 | -0.1 | 6 | 0
COc1cc(OC)c2cc(C(=O)N/N=C/c3ccccc3O)[nH]c2c1 | 0 | -80 | 2 | 2 | -77 | 7 | 1.7 | -9 | -10
CN(C)c1ccc(/C=C2/NC(=O)NC2=O)cc1 | 0 | 17 | 5 | 4 | 5 | -4 | 0.5 | -62 | -2
CC(=O)N1c2ccc(S(=O)(=O)N3CCC(C(=O)N4CCC(C)CC4)CC3)cc2CC1C (configuration not stated) | 0 | 5 | 0 | 0 | -5 | 0 | 0.7 | -10 | 10
COc1ccc(CN2C(=O)CCC2(C)C(=O)NC2CCCCCC2)cc1 (configuration not stated) | 1 | 0 | -3 | -2 | 2 | -3 | -1.2 | 1 | -4
CN(CCC#N)CC(=O)Nc1ccc(NC(=O)CN(C)CCC#N)cc1 | 3 | -9 | 5 | 2 | 5 | -2 | 3.9 | -6 | 0
COC(=O)C1=C(C(=O)OC)[C@@H]2Nc3ccccc3[C@@]23C[C@@H](C(=O)OC)N(C(=O)COCc2ccccc2)C3=N1 | 3 | 12 | -5 | -9 | -3 | 1 | 0.0 | -3 | -13
Cc1ccc(C(=O)Nc2ccncc2)c(C)c1 | 1 | 5 | 2 | -2 | 8 | -3 | -1.3 | 12 | 4
COC(=O)c1ccc2c(=O)n(CCCCCC(=O)N3CCN(c4ccc(F)cc4)CC3)c(=O)[nH]c2c1 | 2 | 2 | 16 | -1 | 7 | -3 | 0.8 | -5 | -5
COCCN(C(=O)c1ccco1)c1nnc(-c2ccc(F)cc2)s1 | 0 | 1 | 2 | -2 | -7 | 1 | -1.0 | 4 | -1
Cc1cccc(C)c1OCC(=O)Nc1ccc2c(c1)OCCO2 | 2 | 4 | 0 | 0 | 1 | 3 | 4.1 | -14 | 24
Cc1nc(CNS(=O)(=O)c2cc(F)ccc2F)cs1 | 0 | 5 | 21 | -2 | 3 | -5 | 0.9 | 0 | -2
Cn1cccc1C1C=C(c2ccc(C(C)(C)C)cc2)Nc2ncnn21 (configuration not stated) | 0 | -72 | 0 | -6 | -24 | -1 | -2.5 | 0 | -18
Cc1cc(NC(=O)c2cn(C3CCCCC3)c(=O)c3c2c2ccccc2n3C)no1 | 7 | 7 | 2 | -8 | 0 | 5 | 3.9 | 16 | -1
CCCN(CC(=O)Nc1ccc(F)c(F)c1F)C(=O)Cn1c(=O)cnc2ccccc21 | 1 | -1 | -5 | 0 | 12 | -2 | -3.3 | 5 | -2
FC(F)(F)Oc1ccc(NC(=S)Nc2ccccc2N2CCOCC2)cc1 | 2 | -15 | 12 | 9 | -3 | 0 | 2.6 | -1 | -17
Cc1cc(C)nc(SCc2cc(=O)c(OC(=O)c3ccc(Br)o3)co2)n1 | 3 | -2 | -2 | -14 | 1 | 1 | -0.3 | -6 | 22
COc1ccc(N2CC(C(=O)N3CCC(c4nc5ccccc5[nH]4)CC3)CC2=O)cc1 (configuration not stated) | 1 | 5 | 0 | -1 | 1 | 0 | -0.1 | -5 | 9
